# Source: PubChem (Fisher Drug Discovery Resource Center)
# mcGAS MS inh: mouse cGAS inhibition by mass spec; recombinant mouse cGAS, cGAMP by RapidFire MS; 130,000 compounds, 0.18% hits; AID 1259397; inhibition, % at 12.5 µM; Q8C6L5;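 active = inhibition of cGAS enzyme activity at or above 60%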;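 also: enzyme stimulated by 45 bp dsDNA with ATP and GTP substrates; cGAMP share of summed cGAMP plus half ATP and half GTP signals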
# Target sequence (Q8C6L5 whole entry, looked up): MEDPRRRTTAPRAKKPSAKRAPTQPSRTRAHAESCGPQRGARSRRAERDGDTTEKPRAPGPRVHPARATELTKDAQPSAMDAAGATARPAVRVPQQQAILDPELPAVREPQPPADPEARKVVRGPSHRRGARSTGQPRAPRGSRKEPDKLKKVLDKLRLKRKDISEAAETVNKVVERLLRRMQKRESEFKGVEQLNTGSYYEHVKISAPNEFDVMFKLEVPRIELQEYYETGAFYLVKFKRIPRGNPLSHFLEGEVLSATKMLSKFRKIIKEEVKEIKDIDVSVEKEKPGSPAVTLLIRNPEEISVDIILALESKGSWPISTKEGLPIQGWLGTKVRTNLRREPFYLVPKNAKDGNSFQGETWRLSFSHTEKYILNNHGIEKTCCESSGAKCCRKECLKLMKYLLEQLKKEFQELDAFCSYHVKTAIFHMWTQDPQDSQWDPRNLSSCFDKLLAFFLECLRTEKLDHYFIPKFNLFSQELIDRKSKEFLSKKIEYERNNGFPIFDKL
# An asterisk follows results filed as active; & = joins results of further samples.
SMILES	mcGAS MS inh
Cc1ccc(C(=O)N2CCC(c3nc(C)ccc3C(=O)N3CCCC3)CC2)cc1	-16
CCn1cnc(S(=O)(=O)Nc2cccc(C(F)(F)F)n2)c1	4
O=C(NCc1ncc(-c2ccccc2)o1)Nc1ccc(F)cc1	-29
NC(=O)c1cccc2c1CCCN2C(=O)C1=Cc2ccccc2OC1	-5
CCN=C(C)Cc1nsc(Nc2ccc(Cl)c(Cl)c2)n1	16
O=C(Cn1c2ccccc2c(=O)c2ccccc21)Nc1cc(Oc2ccccc2)cc([N+](=O)[O-])c1	-8
CC1CN(Cc2nc3ccccc3c3ccccc23)CC(C)O1 (stereo not drawn)	-2
O=C(C=Cc1ccc(I)o1)OCC(=O)c1ccc(Br)s1	-3
CC(c1cccc(F)c1)N1CCN(C(=O)c2cccc(O)c2)CC1 (stereo not drawn)	-9
CC(C)c1n[nH]c(=O)c2c1cnn2-c1ccc(F)cc1	-3
COc1cccc(CNC(=O)C2COCCN2C(=O)OC(C)(C)C)c1 (stereo not drawn)	-9
Cc1csc(NC(=O)C(C)(C)Br)n1	22
CCN(CC)C(=O)c1cccc(-c2ccc3c(c2)N(CCN2CCOCC2)C(=O)COC3)c1	-1
CCCCCCCCCCC(C)(C)C(=O)Nc1c(OC)cc(OC)cc1OC	-7
COc1ccc(C(NC(=O)N(C)Cc2ccc3cc(OC)ccc3c2)C(C)C)cc1 (stereo not drawn)	-13
O=c1[nH]cnc2nc(NN=Cc3ccc(Cl)cc3)[nH]c12	-13
CC(NC(=O)NCCNc1ccccc1[N+](=O)[O-])c1ccccc1 (stereo not drawn)	-9
CCCCSC1=C(C#N)C(=O)NC(CO)S1 (stereo not drawn)	2
N#Cc1ccc(CN(CCCO)c2ccccc2)c(F)c1	4
NC(=O)CSc1c(-c2ccccc2)[nH]c2ccccc12	-5
COc1cccc(NC(=O)NCC2CCCN(C3CCOCC3)C2)c1 (stereo not drawn)	-17
O=C(O)CCn1ccc2c(nnc3ccnn32)c1=O	-8
c1ccc(-c2csc(=NC3CCCCC3)n2N=C2CCCC2)cc1	-6
COC(=O)[C@@H]1C[C@H](NC(=O)CCN2Cc3ccccc3C2=O)CN1C	-31

# Among those listed so far, these have four or more nitrogen atoms:
SMILES	mcGAS MS inh
CCn1cnc(S(=O)(=O)Nc2cccc(C(F)(F)F)n2)c1	4
CCN=C(C)Cc1nsc(Nc2ccc(Cl)c(Cl)c2)n1	16
CC(C)c1n[nH]c(=O)c2c1cnn2-c1ccc(F)cc1	-3
O=c1[nH]cnc2nc(NN=Cc3ccc(Cl)cc3)[nH]c12	-13
CC(NC(=O)NCCNc1ccccc1[N+](=O)[O-])c1ccccc1 (stereo not drawn)	-9
O=C(O)CCn1ccc2c(nnc3ccnn32)c1=O	-8

# Later entries:
SMILES	mcGAS MS inh
CC(NS(=O)(=O)NCc1ccccc1)c1nc2c(s1)CCCC2 (stereo not drawn)	-9
Cc1cccc(Nc2nnc(SC3CCOC3=O)s2)c1C (stereo not drawn)	-6
CCCCOc1cc(C(=O)NCCN(CC)CC)c2ccccc2n1	0&1
CC(=C(C#N)P(=O)(c1ccccc1)c1ccccc1)N1CCOCC1	-8
CCOC(=O)C1(C/C=C/c2ccccc2)CCCN(C(=O)CN2CCCC2=O)C1 (stereo not drawn)	-7
Nc1ccc(S(=O)(=O)c2ccccc2N)cc1	-9
C=CCn1c(SCC(=O)c2cccc(Cl)c2)nnc1-c1ccoc1C	-2
c1ccc2oc(C3CCCN(Cc4cn[nH]c4-c4ccc5c(c4)OCO5)C3)nc2c1 (stereo not drawn)	2
CC(CCO)CNC(=O)NC1CC1c1ccccc1Br (stereo not drawn)	-3
O=C(C1CCc2ccccc2O1)N(CCO)Cc1cccs1 (stereo not drawn)	-14
CCOC(=O)Cn1c(=O)c2c(nc3n(-c4ccccc4)c(C)cn23)n(C)c1=O	-6
CC(=O)c1ccc(OCc2cc(C(=O)N(C)Cc3ccon3)no2)cc1	-3
Cc1cc(Nc2ncnc3c2nnn3C)ccc1Br	-7
COc1cccc2c1N(C(=O)c1nn(C)c3ccccc3c1=O)CCC2	-2
CC(C)NC(=S)NNc1c(Cl)cc(Cl)cc1Cl	46
COCCN1C(=O)CON=C1c1ncccc1C	-8
CCOC(=O)Nc1ccc2c(c1)CCCN2S(=O)(=O)c1ccccc1	8
Cc1nn(CC(=O)N(C)CC(=O)Nc2ccc(Cl)cc2)c(C)c1[N+](=O)[O-]	10
Cc1ccccc1Nc1nc(-c2cnc(N3CCN(C)CC3)nc2C)cc(=O)[nH]1	4
Cc1ccc2nc(-c3cc(Cl)ccc3N)c(=O)[nH]c2c1	8
COCCN1C(=O)COCc2ccc(-c3cccnc3)cc21	-4
CCOC(=O)CCNC(=O)N1CCCC(N2CCN(Cc3ccc4c(c3)OCO4)CC2)C1 (stereo not drawn)	-7
Nc1cccc(Cn2cccnc2=O)c1	3
CC1(C)CC(=O)C=C(Nc2sc3c(c2C(N)=O)CCCC3)C1	-13
CCn1nc(C(C)C)cc1C(=O)N(Cc1ccc2[nH]ccc2c1)C1CC1	-14
CCc1[nH]c2ccc(CNS(C)(=O)=O)cc2c1C	-10
CC(C)c1nc2cc(C(=O)N(C)CCc3nc4ccccc4[nH]3)ccc2o1	-4
NC(=O)c1cccc(COC(=O)c2ccc3ccc(Cl)cc3n2)c1	-8
O=C(CN1CCCCCCC1)N1CCN(S(=O)(=O)c2ccc3c(c2)OCCCO3)CC1	-7
COc1cccc(-c2cccc(NC(=O)C3CCN(Cc4ccc(C)s4)CC3)c2)c1	-3
CCC(CC)N(C)C(=O)c1sc(C(C)(C)C)nc1C	-7
Cc1ccc2c(c1)C(O)CC(C)N2N=O (stereo not drawn)	-8
C1CCC2(CC1)CCNCC2	-15
COCc1cccc(C(=O)N2CCN(C(C)C(F)(F)F)CC2)c1 (stereo not drawn)	-2
Cc1nn(Cc2ccc(Cl)cc2)c2sc(C(=O)N3CCNC(=O)C3)cc12	-2
CN(Cc1cc2cc(F)ccc2[nH]1)C(=O)c1ccccc1C1CCNC1 (stereo not drawn)	-6

# Of the compounds above, 2 have a tert-butyl group:
SMILES	mcGAS MS inh
COc1cccc(CNC(=O)C2COCCN2C(=O)OC(C)(C)C)c1 (stereo not drawn)	-9
CCC(CC)N(C)C(=O)c1sc(C(C)(C)C)nc1C	-7

# Exported as labelled records: entries from further up
COc1cccc(-c2cccc(NC(=O)C3CCN(Cc4ccc(C)s4)CC3)c2)c1
  mcGAS MS inh = -3
Cc1nn(Cc2ccc(Cl)cc2)c2sc(C(=O)N3CCNC(=O)C3)cc12
  mcGAS MS inh = -2
CCC(CC)N(C)C(=O)c1sc(C(C)(C)C)nc1C
  mcGAS MS inh = -7

# Following part:
SMILES	mcGAS MS inh
Cc1[nH]nc2ncc(Br)cc12	-7
CN1CC2(CCN(C(=O)CCC(=O)c3ccc(F)cc3)C2)OC1=O (stereo not drawn)	-19
CCn1c(CC2CCNCC2)nn(CCCn2cccn2)c1=O	-24
CCCc1nc(CN(CC)Cc2ccoc2)no1	-21
O=C(c1cc(Cl)ccc1F)N1CCCC(Nc2ccc3c(c2)OCCO3)C1 (stereo not drawn)	-3
COc1ccc(/C=C2N=C(/C=C/c3ccccc3)OC/2=O)c(OC)c1	-16
Cc1[nH]cnc1-c1nccn1-c1ccc2cn[nH]c2c1	-5
O=C(NC(c1ccncc1)c1ccc(F)cc1)c1cn(Cc2ccc(Cl)cc2)nn1 (stereo not drawn)	-3
CNc1ccc(-c2cccnc2)cn1	-4
NC(=O)CC1CCCN(C(=O)NC2CCN(CC(F)(F)F)C2)C1 (stereo not drawn)	-5
Cc1ccc(Nc2cc(C)nc(N3CCN(C(=O)CCC4CCCCC4)CC3)n2)cc1	-8
CC(C)CN(CC(C)C)C(=O)Cn1cnc2sc3c(c2c1=O)CCCC3	-12
O=C(NN1CCCCC1)C1CCN(C(=O)c2cccc3ccccc23)CC1	-7
CNC(=O)C1CCCN(c2c(C#N)cnc3c(C)cc(F)cc23)C1 (stereo not drawn)	-10&14
Cc1cc2nc3c(=O)[nH]c(=O)nc-3n(CC(O)C(O)C(O)CO)c2cc1C (stereo not drawn)	4
Cn1cnnc1C1CCCN(C(=O)c2cc(COc3ccc(F)c(F)c3)on2)C1 (stereo not drawn)	-5
Cc1cccc(CN2CCC(CN)C2)n1 (stereo not drawn)	-24
O=C(CSc1ccccc1F)NC(=O)C1CCCCC1	-2
CC(=O)c1cc(CC(=O)N2CCC(N3CCC(C(=O)NC4CC4)CC3)CC2)cs1	-10&8
Nc1cc(C(=O)N2CCN(C3CCCCC3)C(=O)C2)ccn1	-1
CSCCC(N=C1NS(=O)(=O)c2ccccc21)C(=O)O (stereo not drawn)	-6
CC(=O)Cn1c(=O)c2c(nc3n2CCN3c2ccc(C)cc2)n(C)c1=O	-2
O=C(Nc1ccc(N2CCCCC2)cc1)OCC(F)(F)F	-10
C=CCn1c(=O)c2c(nc3n(CC)c(C)cn23)n(C)c1=O	-4
CCCCOc1ccc(C2=N/C(=C/c3cccc(Br)c3)C(=O)O2)cc1	-9
Cn1nc(C(C)(C)C)cc1NC(=O)c1ccc(S(=O)(=O)C(F)F)cc1	-16
CC(C)c1nc(CN(C)C(C)c2cc3ccccc3o2)cs1 (stereo not drawn)	-11
CN1CCN(c2cc(=O)n(C3CCCCC3)c(=O)[nH]2)CC1	-4
O=C(c1cc(COc2ccc3c(c2)OCO3)[nH]n1)N1CCCO1	-9
CCN(CC)c1ccc(CN(C)S(=O)(=O)c2ccc(F)cc2)cc1	-5
COC(=O)c1ccc(S(=O)(=O)NC(C)Cn2cncn2)c(C)c1 (stereo not drawn)	-40
Cc1nc(CCNC(=O)CC2C(=O)NCCN2Cc2ccccc2)nc2c1CCC2 (stereo not drawn)	-7
CC(C)NC(=O)Cn1c(CO)cnc1SCC(=O)Nc1ccccc1	1
O=C1C(=C2CCCCC2)SC(=S)N1CO	-3
CCOC(=O)C1(CC2CC2)CCN(C(=O)c2ccc(-n3nc(C)cc3C)cc2)CC1	1
O=C1c2ccccc2C(=O)c2c1ccc(O)c2O	85*
CN(C(=O)CSc1nccnc1N1CCN(c2ccccc2)CC1)c1ccc(F)cc1	-11
CN(C)C(=O)CN1C(=O)NC(C)(c2ccc(F)cc2)C1=O (stereo not drawn)	0
CSc1nc2c(c(=O)n1-c1ccccc1)SC(C)C2 (stereo not drawn)	-6
COc1ccc(-c2ccc3c(c2)CNCC3)c2cccnc12	-32
O=[N+]([O-])c1ccc2c(c1)S(c1ccc(Br)cc1)=NS2(=O)=O (stereo not drawn)	-9
COc1cccc(C(=O)CC2(O)C(=O)Nc3ccc(Cl)cc32)c1 (stereo not drawn)	2
CC1(C)Cc2c(cnn2-c2ccc([N+](=O)[O-])cc2)-c2[nH]c3ccccc3c21	76*
CC1(C)SC2C(NC(=O)C(N)c3ccccc3)C(=O)N2C1C(=O)O (stereo not drawn)	-10
CN(Cc1ccccc1O)C(=O)c1cc(-c2cccc(Cl)c2)on1	-14
C=CCn1cc(CNC[C@H]2C[C@H]3C=C[C@H]2C32CC2)c(C)n1	-4
C1=CN2CCC1C(c1ccccc1)C2 (stereo not drawn)	-19
CCCCc1c(O)c2ccc(Cl)c(Cl)c2[nH]c1=O	-15

# Among those listed so far, 9 contain an aryl methoxy group.
SMILES	mcGAS MS inh
COc1cccc(CNC(=O)C2COCCN2C(=O)OC(C)(C)C)c1 (stereo not drawn)	-9
CCCCCCCCCCC(C)(C)C(=O)Nc1c(OC)cc(OC)cc1OC	-7
COc1ccc(C(NC(=O)N(C)Cc2ccc3cc(OC)ccc3c2)C(C)C)cc1 (stereo not drawn)	-13
COc1cccc(NC(=O)NCC2CCCN(C3CCOCC3)C2)c1 (stereo not drawn)	-17
COc1cccc2c1N(C(=O)c1nn(C)c3ccccc3c1=O)CCC2	-2
COc1cccc(-c2cccc(NC(=O)C3CCN(Cc4ccc(C)s4)CC3)c2)c1	-3
COc1ccc(/C=C2N=C(/C=C/c3ccccc3)OC/2=O)c(OC)c1	-16
COc1ccc(-c2ccc3c(c2)CNCC3)c2cccnc12	-32
COc1cccc(C(=O)CC2(O)C(=O)Nc3ccc(Cl)cc32)c1 (stereo not drawn)	2

# The list is partial. The share of hits here may be higher or lower than overall.
